D3 ag – D3 dopamine receptor (human) agonism; P35462; D3R DiscoveRx beta-arrestin cells, luminescence, 90 min; max activation, %; hit rate 0.58% among 410,000; AID 652048; in the data active = max activation above about 30%; also: 0% is about no effect; mostly tested at two doses, the higher about 12 µM
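Cells at 1500/well, incubated overnight, then treated with pinned compounds (dopamine as control) for 90 min at 37 degrees C. DiscoveRx reagent added for 30 - 60 minutes at room temperature; luminescence read.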
SW480 rerep – DNA re-replication induction in SW480 cells; SW480 DNA re-replication, Hoechst DNA content imaging, 48 h; Potency, µM (titrated, usually from 46.1 µM), inactives show at the top dose re-replication activation, hits mostly activators; hit rate 1.8% among 340,000; also: potency is read from the fitted curve at half-maximal effect; % of control where 0% means no effect; nearly all actives have a fitted effect of over 55% in size
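Quantitative HTS format with DMSO vehicle controls; 48 hr drug incubation at 37 C, then 40 min Hoechst staining and scanning imager measurement at 405 nm excitation.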
GLP1R ag – activates the human GLP-1 receptor. hit rate 0.007% among 380,000. AID 624172. HEK293 GLP-1R CRE-luciferase, luminescence, 4-6 h; cells express a hypersensitive GLP-1R form. Potency, µM (top dose mostly 45.6 µM), for the others: at the highest dose activation, usual class: activators. P43220; also: potency is read from the fitted curve at half-maximal effect; % of control where 0% means no effect
An asterisk follows results filed as active. Unless noted, calls follow the shape of the dose curve; as a rule, active = well fitted activation curve with a large enough effect; inconclusive = small, poorly fitted or top-dose-only effect; inactive = no such curve, though single readings can be large or run the other way. Some of the compounds tested; count on the stated rates, not on these rows.

How did CCC1C(=O)OCC1Cc1cncn1C (stereo not given) do in these assays?
D3 ag: -3.5; SW480 rerep: -2.1%; GLP1R ag: 11.2%

Source: PubChem
